# Bcl-B displacement – displacers of TR3 peptide from Bcl-B, primary screen, selectivity assay for Bfl-1 inhibitor project, biochemical, fluorescence polarization; FP displacement of FITC-TR3 peptide from Bcl-B; higher % means a stronger effect; displacement, % at 20 µM; hits with a dose series show IC50 in µM; hit rate 0.11% among 96,000; AID 748;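 active = displacement above 50% at 20 µM plus a fluorescence interference ratio under 1.5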;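 note: plate controls were wells without compound for no effect and wells lacking Bcl-B protein for full effect; a part of the inactive calls stands beside numbers as strong as those of hits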
# PLAP inhibition – inhibition of human placental alkaline phosphatase – biochemical, luminescence, HTS (AID 690). purified PLAP, luminescent substrate; higher % means a stronger effect. inhibition, % at 20 µM; hits with a dose series show IC50 in µM. hit rate 0.08% among 96,000; in the data active = a potency from the dose series; inactive = the rest, 99 in 100 with inhibition below about 30%; note: strong numbers were not always called active
# NFkB transloc pot – enhances IL-1B driven NFkB nuclear translocation; HUVEC IL-1B NFkB p65 nuclear translocation imaging; activation, % at 2 µM; hit rate 0.3% among 94,000; AID 819;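 active = activation above 40%, about the mean plus 3 SD, also judged a hit on visual image review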;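 note: percent activation is computed from the nuclear over cytoplasmic p65 intensity ratio; values of inactives mirror those of a sister screen read the other way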
# IL1B NFkB inh – blocks IL-1B driven NFkB nuclear translocation in HUVEC cells | HUVEC IL-1B NFkB p65 nuclear translocation imaging | inhibition, % at 2 µM | hit rate 0.43% among 94,000 | AID 796;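 active = inhibition above about 30% together with a positive call from visual inspection of the well image, limit read from the data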;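 note: nuclear over cytoplasmic p65 intensity ratio measured by imaging; 0% = IL-1B stimulated DMSO wells and 100% = unstimulated DMSO wells; values of inactives mirror those of a sister screen read the other way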
# MRP resist rev – MRP-mediated drug resistance reversal; H69AR cells + 2 uM doxorubicin, CellTiter-Glo, 72 h; differential viability (reversal), % at 10 µM; hit rate 0.04% among 85,000; AID 602;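 active = viability drop by adding the cancer drug above about 55%, with treated viability meeting a 40% cutoff, limit read from the data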;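 note: viability without doxorubicin minus viability with 2 µM doxorubicin for each compound; larger differential means the compound sensitizes cells more to doxorubicin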
# MRP resist rev cytotoxicity – also measured in MRP resist rev; calls as there; viability, %; H69AR cells, CellTiter-Glo, 72 h; measured here: cytotoxicity without doxorubicin
# MRP resist rev with doxorubicin – recorded beside MRP resist rev, whose call it bears; viability, %; measured here: viability with 2 uM doxorubicin; hits give low values
# IL1B NFkB inh cell count 2 µM – also measured in IL1B NFkB inh; calls as there; cell count; measured here: cells passing quality filter;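 raw number of nuclei counted in each imaged well without normalization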
# NFkB transloc pot cell count 2 µM – recorded beside NFkB transloc pot, whose call it bears; cell count; measured here: cells passing quality filter
# An asterisk follows results filed as active; x = no result given.
Molecule,Bcl-B displacement,PLAP inhibition,NFkB transloc pot,NFkB transloc pot cell count 2 µM,IL1B NFkB inh,IL1B NFkB inh cell count 2 µM,MRP resist rev,MRP resist rev cytotoxicity,MRP resist rev with doxorubicin
CC(=O)SCC(C)C(=O)NCc1ccccc1 (configuration not stated),7%,-49%,5,147,-5,147,1,96,95
CCOc1ccc(OCc2cccc(C(=O)N3CCCC3)c2)cc1,4%,-15%,24,151,-24,151,23,95,72
CN(/C(=N\S(=O)(=O)c1ccccc1)C(F)(F)F)c1ccccc1,-1%,2%,5,100,-5,100,x,x,x
Cc1ccc(-n2nc(C(=O)c3ccccc3)n3c(=O)cc(-c4ccccc4)nc23)cc1,-122%,5%,12,189,-12,189,x,x,x
Cc1ccc(Cn2c(SCC(=O)Nc3cc(C)on3)nc3ccccc3c2=O)cc1,-6%,-7%,4,89,-4,89,-13,17,30
O=C(NCc1ccco1)C1CCN(S(=O)(=O)N2CCOCC2)CC1,-1%,-2%,-16,130,16,130,-5,102,107
Cn1c(C(=O)N2CCC(C(N)=O)CC2)cc2c(=O)n(C)c3ccccc3c21,-16%,16%,26,169,-26,169,-5,97,102
COc1ccc(N2CCN(C(=O)c3ccc4c(c3)OCO4)CC2)cc1,-8%,-11%,1,100,-2,100,7,93,86
O=c1c(C=Nc2cccc(C(F)(F)F)c2)c[nH]n1-c1cccc(Cl)n1,-6%,-15%,-1,133,-3,107,x,x,x
CCOP(=O)(c1c(F)c(F)c(F)c(F)c1F)C(O)c1ccccc1 (configuration not stated),1%,-4%,-1,105,1,105,x,x,x
O=C(CSc1nnc(Cn2nnc3ccccc32)o1)N(Cc1ccc(Cl)cc1)c1ccccc1,-5%,-12%,-2,90,2,90,5,59,54
CCOC(=O)C1=C(C)n2c(s/c(=C/c3cccc([N+](=O)[O-])c3)c2=O)=NC1c1ccc(O)c(OC)c1 (configuration not stated),-125%,-6%,x,x,x,x,1,3,2
CNC(=O)c1ccccc1NC(=O)c1ccco1,x,x,19,127,-19,127,-18,77,94
CCCc1nc(SCC(=O)N2c3ccccc3CC2C)c2c(C)c(C)sc2n1 (configuration not stated),-2%,10%,4,89,-4,89,x,x,x
O=C(NCCC1=CCCCC1)c1ccc2c(=O)n3c(nc2c1)CCCCC3,-8%,-46%,16,141,-16,141,-1,89,90
CCN(CC)S(=O)(=O)c1ccc2oc(C(=O)NCc3ccc(F)cc3)c(C)c2c1,4%,-22%,x,x,x,x,7,33,27
CS(=O)(=O)c1ccc2nc(NC(=O)c3ccco3)sc2c1,-3%,10%,-7,69,7,69,x,x,x
CC(=O)c1c(C(C)=O)c(C)n(NC(=O)c2ccncc2)c1C,-3%,7%,-8,122,8,122,7,86,79
O=C(Cc1ccccc1)NC1CCN(S(=O)(=O)c2ccc(C(=O)O)cc2)CC1,-7%,11%,28,86,-28,86,-7,96,103
CCN(CC)C(=O)Cn1cnc([N+](=O)[O-])n1,-5%,6%,4,123,-4,123,x,x,x
Cc1ccc(-c2noc(CN(C(=O)CCN3C(=O)c4ccccc4C3=O)C(C)C)n2)cc1,-5%,-47%,-9,112,9,112,-12,87,99
Cc1ccc(C(=O)ON=C2CCN(c3ccc([N+](=O)[O-])cc3)CC2)cc1,34%,3%,4,204,-4,204,x,x,x
Cc1cc2c(cc1C)N(C(=O)CN1C(=O)c3ccccc3C1=O)C(C)(C)c1ssc(=S)c1-2,9%,9%,17,100,-17,100,x,x,x
CCc1ccc(N=c2c([N+](=O)[O-])nn(-c3ccccc3)n2O)cc1,1%,32%,14,136,-14,136,2,89,87
O=C(NCCc1ccc(F)cc1)N1CCOCC1,-8%,12%,8,107,-8,107,-1,89,90
Cc1nc2cc(N3CCOCC3)c(NC(=O)C3CC3)cc2c(=O)n1Cc1ccccc1,-1%,-65%,2,215,-2,215,8,100,92
CCOc1ccccc1NC(=O)Cn1nnc(C(=O)Nc2ccc(C)cc2)c1N,-2%,16%,2,170,-2,170,1,78,77
COc1ccc(C(C(=O)NC2CCCCC2)N(C(=O)c2ccco2)c2ccc(-n3cnnn3)c(C)c2)cc1 (configuration not stated),x,x,-2,131,2,131,-72,78,150
CC(C)c1[nH]c(=O)c(C#N)c2c1CSC(C)(C)C2,-12%,-19%,25,132,-25,132,-1,96,98
CCOc1ccc2nc(NC(=O)CSc3ccccc3)sc2c1,-10%,18%,-3,189,3,189,-12,49,61
CNC(=O)c1ccc2nc(NC(C)=O)sc2c1,-2%,0%,-3,169,3,169,0,99,99
CC(C)(CNS(=O)(=O)c1ccc(Cl)cc1)N1CCCCC1,-9%,10%,x,x,x,x,7,90,84
COc1ccc(OC)c(C(=O)CSc2nnc(-c3cccnc3)n2C)c1,-12%,8%,13,136,-13,136,7,89,82
CCOC(=O)C1CCCN(c2c(N3CCc4ccccc4C3)c(=O)c2=O)C1 (configuration not stated),-16%,6%,-10,187,10,187,-3,88,91
Cc1cc(Cl)ccc1NC(=S)NCCC(c1ccccc1)c1ccccc1,-2%,-34%,4,117,-4,117,x,x,x
CCCCP(=O)(c1ccccn1)c1ccccn1,3%,-4%,-6,93,6,93,-16,93,109
CCOC(=O)N1CCC(NC(=O)c2cc(C(=O)NCc3cccc(Cl)c3)ccc2CO)CC1,6%,-12%,6,215,-6,215,-2,86,88
O=C(O)CSCNC(=O)CC12CC3CC(CC(C3)C1)C2,-2%,-19%,6,104,-6,104,14,99,86
O=C(NC(=S)NC1CCCCCCCCCCC1)c1cccnc1,3%,-18%,12,223,-12,223,-9,41,49
O=C(CCS(=O)(=O)c1cccs1)N1CCN(c2ccc(F)cc2)CC1,-16%,-2%,4,108,-4,108,-14,106,120
CC(C)COC(=O)CNc1n[nH]c(=S)[nH]c1=O,1%,-35%,2,101,-2,101,-5,95,99
CC(C)(C)NC(=O)C1CCN(C(=O)c2ccc(Br)cc2)CC1,11%,-6%,2,113,-2,113,7,100,93
O=C(NCc1ccc2c(c1)OCO2)c1cc(-c2ccccc2)on1,-7%,6%,5,151,-5,151,0,99,99
CCCn1c(=O)c2ccccc2n2c(SCC(=O)NCc3cccs3)nnc12,3%,25%,3,186,-3,186,13,104,91
NC(=O)c1ccc([N+](=O)[O-])cc1SCc1ccccc1,22%,-16%,7,157,-7,157,6,95,90
CCSc1n[nH]c2nc3c(c(=O)n12)C1(CCCC1)Cc1ccccc1-3,-8%,-30%,0,162,0,162,5,88,84
Clc1ccc(-c2onc3c2CCCC3)cc1,-9%,1%,-3,60,9,167,28,113,85
CCc1nnc(NC(=O)C(NS(=O)(=O)c2ccc3c(c2)OCCO3)C(C)C)s1 (configuration not stated),2%,-91%,-4,174,4,174,2,106,104
COc1ccc(C2C(C(=O)Nc3ccc4c(c3)OCCO4)c3ccccc3C(=O)N2C)cc1 (configuration not stated),4%,12%,1,179,-1,179,11,107,96
CCOC(=O)c1sc(NC(=O)/C=C/c2cnn(CC)c2C)c(C(=O)OCC)c1C,-7%,-12%,11,134,-11,134,x,x,x

# (listing goes on)
Molecule,Bcl-B displacement,PLAP inhibition,NFkB transloc pot,NFkB transloc pot cell count 2 µM,IL1B NFkB inh,IL1B NFkB inh cell count 2 µM,MRP resist rev,MRP resist rev cytotoxicity,MRP resist rev with doxorubicin
CNC(=O)CC(C(=O)O)c1ccc(OCC(C)C)cc1 (configuration not stated),-5%,5%,29,133,-29,133,9,104,96
CCN(CC)c1ccc(C(=O)OCC(=O)NC2CCCCC2C)cc1 (configuration not stated),7%,20%,-11,145,11,145,x,x,x
CCC1(CC)N([O-])C(C)=C(c2ccccc2)[N+]1=O,-16%,6%,10,146,-10,146,4,88,83
NC(=O)c1c(NC(NC(=O)c2ccco2)C(=O)c2ccc(Cl)cc2)sc2c1CCCC2 (configuration not stated),-8%,-66%,6,182,-6,182,20,92,72
O=C1c2oc3ccccc3c(=O)c2C(c2cccnc2)N1Cc1ccco1 (configuration not stated),-7%,14%,1,145,-1,145,8,89,81
COc1cc(-c2nc3ccccn3c2/N=C/c2cc(OC)c(OC)c(OC)c2)ccc1O,x,x,11,152,-12,152,x,x,x
COc1ccc(C)cc1NC(=O)CN1CCN(c2ccccc2F)CC1,-12%,-35%,x,x,x,x,5,88,83
Cc1ccc(C(=O)COC(=O)C2CC(=O)N(c3nc(-c4ccccc4)cs3)C2)cc1 (configuration not stated),-43%,-62%,-9,162,8,162,x,x,x
Cc1cc(C)c(C)c(OCC(=O)N2CCOCC2)c1,0%,-45%,3,148,-3,148,6,96,91
Cn1c(=O)[nH]c(=O)c2c1nc(Br)n2Cc1ccccc1F,1%,11%,10,151,-10,151,4,82,77
COc1cc(OC)c(OC)cc1/C=N/n1c(C)nnc1C,-3%,-2%,18,131,-18,131,x,x,x
O=S(=O)(c1ccc(Cl)cc1)N1c2ccccc2Oc2nc3ccccc3nc21,x,x,-97,15,97*,15*,-13,55,68
CS(C)(=O)=NS(=O)(=O)c1ccc(Cl)cc1,-4%,16%,-10,144,10,144,-12,91,103
CCOC(=O)CCCNC(=O)CCNC(=O)c1ccc(OC(C)C)cc1,-2%,2%,-1,35,3,35,-7,107,113
COc1ccc(CNn2c(C)nc3ccccc3c2=O)cc1,-12%,-6%,3,135,-2,135,-37,41,78
CCCCNC(=O)c1c(O)c2cccc3c2n(c1=O)CCC3,-14%,15%,x,x,x,x,-2,75,77
O=C(CCC(=O)NNC(=S)Nc1ccccc1)NCc1ccccc1,-4%,-85%,-8,208,8,208,x,x,x
CCOc1cc2[nH]c(=O)n(CCCCC(=O)NC3CCCCCC3)c(=O)c2cc1OCC,12%,-14%,32,110,-32,110,-3,72,75
Cc1c(C(=O)NCc2ccc3c(c2)OCO3)oc2ccc(S(=O)(=O)N3CCC(C)CC3)cc12,x,x,21,135,-21,135,12,95,83
CCOc1ccc(-c2csc(NC(=O)C3CCCO3)n2)cc1 (configuration not stated),1%,-8%,9,113,-9,113,9,100,91
CCOC(=O)c1sc(NC(=O)CSc2nnnn2-c2ccc(C)cc2)c(C(=O)OCC)c1C,-50%,-26%,-6,126,6,126,14,80,65
COc1ccc(C(=O)Nc2cc(OCc3ccccc3)c(Cl)cc2Cl)cc1,6%,18%,0,158,0,158,x,x,x
Cc1sc2nnn(CC(=O)N3CCN(C(=O)c4ccco4)CC3)c(=O)c2c1C,x,x,6,169,-6,169,x,x,x
COc1ccc(OC)c(C2C3=C(COC3=O)Nc3cc4c(cc32)OCO4)c1 (configuration not stated),-2%,9%,-10,97,10,97,x,x,x
COc1ccc(-c2csc(Cc3nnc(N4CCOCC4)n3-c3ccccc3)n2)cc1,9%,-55%,x,x,x,x,-7,70,78

# Reprinted from above for reference:
Molecule,Bcl-B displacement,PLAP inhibition,NFkB transloc pot,NFkB transloc pot cell count 2 µM,IL1B NFkB inh,IL1B NFkB inh cell count 2 µM,MRP resist rev,MRP resist rev cytotoxicity,MRP resist rev with doxorubicin
CNC(=O)CC(C(=O)O)c1ccc(OCC(C)C)cc1 (configuration not stated),-5%,5%,29,133,-29,133,9,104,96
CCN(CC)c1ccc(C(=O)OCC(=O)NC2CCCCC2C)cc1 (configuration not stated),7%,20%,-11,145,11,145,x,x,x
CCC1(CC)N([O-])C(C)=C(c2ccccc2)[N+]1=O,-16%,6%,10,146,-10,146,4,88,83

# Carrying on:
Molecule,Bcl-B displacement,PLAP inhibition,NFkB transloc pot,NFkB transloc pot cell count 2 µM,IL1B NFkB inh,IL1B NFkB inh cell count 2 µM,MRP resist rev,MRP resist rev cytotoxicity,MRP resist rev with doxorubicin
COc1ccc(CN(C(=O)c2cnccn2)C(C(=O)Nc2ccc(F)cc2)c2ccccc2)cc1 (configuration not stated),x,x,1,104,-1,104,-12,75,86
COc1ccc(CC(=O)Nc2c3c(nn2-c2cccc(Cl)c2)CS(=O)C3)cc1 (configuration not stated),x,x,11,152,-11,152,14,97,83
CCc1ccccc1OCCCOc1ccc(OC)cc1,13%,-21%,-8,110,8,110,x,x,x
Cc1csc(NC(=O)CSc2nnc(Cn3c(=O)sc4ccccc43)n2-c2ccccc2)n1,-8%,-56%,11,58,-11,58,-30,46,75

# Screens (PubChem)

# An excerpt; count on the stated rates, not on these rows.
